MITF inh: MITF inhibitors, primary screen, biochemical, AlphaScreen, human. Microphthalmia-associated transcription factor (Homo sapiens), O75030. AlphaScreen MITF homodimerization, bead proximity signal. inhibition, % at 2.6 µM. 650,000 tested, 0.91% active; in the data active = inhibition above about 50%;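 note: 0% = vehicle wells with protein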
Target sequence (O75030 whole entry, looked up): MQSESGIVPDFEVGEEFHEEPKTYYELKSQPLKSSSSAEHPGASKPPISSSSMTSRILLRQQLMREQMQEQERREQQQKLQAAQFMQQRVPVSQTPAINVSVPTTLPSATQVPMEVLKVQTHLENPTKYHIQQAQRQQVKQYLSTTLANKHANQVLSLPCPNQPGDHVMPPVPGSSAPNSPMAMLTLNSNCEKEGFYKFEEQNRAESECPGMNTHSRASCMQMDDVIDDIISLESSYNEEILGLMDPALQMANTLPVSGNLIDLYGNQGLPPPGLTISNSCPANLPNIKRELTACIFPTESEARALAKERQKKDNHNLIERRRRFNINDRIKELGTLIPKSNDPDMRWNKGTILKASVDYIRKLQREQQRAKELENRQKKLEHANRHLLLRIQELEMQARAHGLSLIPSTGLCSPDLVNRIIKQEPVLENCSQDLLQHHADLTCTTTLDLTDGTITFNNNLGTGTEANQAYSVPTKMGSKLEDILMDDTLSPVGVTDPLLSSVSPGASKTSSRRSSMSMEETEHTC
GPR151 ag: activators of human GPR151, primary screen, cell-based, PathHunter beta-arrestin, luminescence; G-protein coupled receptor 151 (Homo sapiens), Q8TDV0; PathHunter beta-arrestin GPR151 cells; activation, % at 11.2 µM; 650,000 tested, 1% active; in the data active = activation above about 4.9%;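 note: 0% = median of compound wells and 100% = cells with positive control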
Target sequence (Q8TDV0 whole entry, looked up): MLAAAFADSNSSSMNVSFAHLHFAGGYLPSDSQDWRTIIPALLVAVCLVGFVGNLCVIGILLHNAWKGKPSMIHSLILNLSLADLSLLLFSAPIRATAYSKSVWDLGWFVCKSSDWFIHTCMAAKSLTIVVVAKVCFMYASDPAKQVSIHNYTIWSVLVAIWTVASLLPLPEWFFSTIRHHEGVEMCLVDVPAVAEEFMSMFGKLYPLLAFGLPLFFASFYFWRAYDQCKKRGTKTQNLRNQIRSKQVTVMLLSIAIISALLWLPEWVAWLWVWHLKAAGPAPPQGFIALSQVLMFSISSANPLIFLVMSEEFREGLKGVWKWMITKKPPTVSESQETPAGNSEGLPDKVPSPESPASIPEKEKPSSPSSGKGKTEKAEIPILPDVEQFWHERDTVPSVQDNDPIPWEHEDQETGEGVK
TEAD-YAP inh: TEAD-YAP interaction inhibition, primary screen, TEAD-YAP interaction inhibitor project, luminescence, HEK-TIYL cells. AID 1259422, 2018. TEAD-Gal4/YAP UAS-luciferase luminescence. 640,000 tested, 1.4% active. inhibition, % at 9.12 µM; in the data active = inhibition above about 32%;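 note: 0% = median of test compound wells and 100% = reference inhibitor wells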
FBW7 activator: FBW7 E3 ligase activators, primary screen, biochemical, AlphaScreen, human; AID 1259310, 2017; AlphaScreen FBW7–phospho-cyclin E peptide binding, activator screen; normalized activity (activation), % at 26.1 µM; 650,000 tested, 0.13% active; F-box/WD repeat-containing protein 7 (Homo sapiens), Q969H0; in the data active = normalized activity above about 1.9%;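 note: purified mutant Fbw7 with reduced substrate affinity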
* = called active by the depositor; & = joins results of further samples.

Order of results: MITF inh | GPR151 ag | TEAD-YAP inh | FBW7 activator
- Cc1c(C(=O)N2CC(C)CC(C)C2)sc2ncn(Cc3ccccc3F)c(=O)c12 (centres undefined)
→ 12 | 0.4 | 6 | 0.2
- Cc1cc2nnc(SCCC(=O)O)n2c2ccccc12
→ -40 | 0.5 | -2 | 0.4
- Brc1ccc(C2C=C(c3cccs3)Nc3ncnn32)cc1 (centres undefined)
→ 15 | -1.4 | 9 | 0.1
- O=c1[nH]c(O)c(N=Nc2cc3c(cc2[N+](=O)[O-])OCCO3)c(=O)[nH]1
→ -1 | -0.1 | 1 | -0.2
- COC(=O)c1sc2ccccc2c1NC(=O)c1cc(OC)c(OC)c(OC)c1
→ -2 | -0.6 | -5 | -0.1
- Cc1c(C(=O)C(=O)NCCN(C)C)c2ccccc2n1C
→ -11 | -0.5 | 2 | 0.0
- O=C(Nc1cccc2ccccc12)c1ccccc1C(=O)NC1CC1
→ -4 | 1.2 | 0 | -0.2
- Cn1nnnc1SCc1c(F)cccc1F
→ -9 | 0.0 | -16 | -0.2
- CN(C)S(=O)(=O)c1ccc(C(=O)Nc2nc3ccc(Cl)cc3s2)cc1
→ -8 | -0.2 | -12 | -0.1
- COc1ccccc1CNC(=O)CC(NS(=O)(=O)c1ccc(C)cc1)c1cccc(OC)c1OC (centres undefined)
→ 12 | 0.9 | 10 | 0.4
- COc1cccc(CN(C(=O)c2nc3ccc(-c4cn[nH]c4)cc3s2)C2CC2)c1
→ 10 | -0.3 | -27 | -0.1
- CC(C)NC(=S)N/N=C/c1cccs1
→ 9 | -0.6 | 16 | 0.5
- CCOC(=O)C1=C(C)NC(=O)NC1c1cc(I)c(O)c(OC)c1 (centres undefined)
→ -6 | 2.5 | -11 | -1.1
- CCOC(=O)C1=C(O)/C(=C/c2ccc(OCC(=O)O)cc2)SC1=Nc1ccccc1
→ -2 | -0.7 | -6 | -0.1
- COc1cccc([C@@H]2C[C@H](C(=O)Nc3cccc(O)c3)N(C)S(=O)(=O)N2)c1
→ 12 | -0.5 | 12 | 0.6
- CC(C)(C)C(=O)Nc1ccc(NC(=O)CN2CCOCC2)cc1
→ 13 | 0.2 | 3 | 0.3
- CCOC(=O)C1C(=O)C=C(N2CCOCC2)CC1c1cccc(OC)c1 (centres undefined)
→ 4 | 1.8 | 4 | 0.1
- COc1cccc2cc(C(=O)N3CCC(Cn4cnc5ccccc54)CC3)oc12
→ 60* | 0.6 | 14 | -0.2
- O=Cc1cccn1Cc1cccc2ccccc12
→ 0 | 1.9 | 10 | -0.1
- COc1cc(OC)cc(C(=O)OCCSc2nc(C)c3cc(C)c(C)cc3n2)c1
→ -8 | -1.0 | -4 | 0.1
- CCOC(=O)c1ccc(Cn2c3ccc([N+](=O)[O-])cc3c3nn4cc(-c5ccc(F)cc5)nc4nc32)o1
→ -5 | -0.5 | -4 | 0.0
- COc1ccc(C(=O)CNC2=NCCC2)cc1
→ 8&11 | 1.4&1.0 | 3&-16 | 0.0&0.1
- CC(=O)Nc1ccc(Nc2nc(-c3cccc(C(C)=O)c3)ncc2C)cc1
→ -3 | 2.5 | 22 | -0.1
- O=C1NCC(O)=C1/C=N/Nc1ccccc1
→ 21 | 1.0 | -6 | 0.2
- CC1(C)NC(=O)c2ccccc2N1c1ccnc(Nc2ccc(N3CCOCC3)cc2)c1
→ -5 | 0.1 | 2 | -0.2
- CCOc1ccc(C2Nc3ccccc3NC3=C2C(=O)CC(c2ccc(OC)cc2)C3)cc1 (centres undefined)
→ 4 | 0.8 | -3 | -0.1
- COc1ccc(OC)c(C(=O)c2ccc(C(=O)N(C)C)cc2)c1
→ -1 | 0.8 | -7 | 0.1
- Cc1cc(-c2nnc3n2CCC3)c(C)n1-c1ccccc1
→ 10 | 5.7* | -12 | 0.0
- CC(=O)NC(NC(=S)Nc1cccc(C)c1)C(Cl)(Cl)Cl (centres undefined)
→ -7 | 3.5 | 3 | -0.2
- C/C(CC(=O)Nc1cccc(C)c1)=N\NC(=O)c1ccc([N+](=O)[O-])c(Cl)c1
→ 7 | 0.3 | 1 | -0.1

The results go on.
Order of results: MITF inh | GPR151 ag | TEAD-YAP inh | FBW7 activator
- OCC1(CCOc2ccccc2)CCN(Cc2ccc3c(c2)OCCO3)CC1
→ 14 | 0.7 | -2 | 0.3
- Cn1ccc(CNC(=S)Nc2cccc3ccccc23)n1
→ -7 | -0.7 | -6 | -0.1
- O=S(=O)(Nc1cccc(NS(=O)(=O)c2ccc(F)cc2)c1)c1ccc(F)cc1
→ 3 | 0.8 | 6 | 0.2
- CCOC(=O)CSc1nc2ccsc2c(=O)n1-c1ccc(F)cc1
→ -11 | 0.5 | -8 | -0.1
- O=C1CC(C(=O)Nc2nc3ccc(Cl)cc3s2)c2ccccc21 (centres undefined)
→ -1 | 1.6 | -2 | -0.2
- O=C(NCCN1CCOCC1)c1ccnc(NCc2cccnc2)c1
→ 29 | -1.6 | -1 | 0.6
- COC(=O)c1ccc2c(=O)n(Cc3ccc(C(=O)N4CCCCCC4)cc3)c(=S)[nH]c2c1
→ 11 | -1.8 | 8 | 0.1
- O=C(CSc1nc2ccccc2c2nc(-c3ccc([N+](=O)[O-])cc3)nn12)NCC1CCCO1 (centres undefined)
→ -4 | -0.2 | -13 | 0.0
- CC(NC(=O)[C@H]1CCC(=O)N1Cc1ccccc1)c1ccccc1 (some centres undefined)
→ -4 | 0.0 | 4 | 0.2
- COc1ccc(CCNC(=O)CSC2=NN3CCCC(=O)N=C3S2)cc1OC
→ 10 | 0.7 | 4 | 0.0
- CCOC(=O)c1sc2nc(C)nc(NCc3ccccc3)c2c1C
→ 5 | -0.2 | -4 | 0.1
- CCCc1ccc(/C=C/c2ccccc2)nc1
→ 16 | -3.8 | 34* | 0.2
- Cn1c(N)cc(-c2ccc(F)cc2)c(C#N)c1=O
→ 3 | 0.9 | 10 | -0.1
- CC1(C)CC(=O)C2=C(C1)Nc1nc(C(F)(F)F)nn1C2c1ccccc1Cl (centres undefined)
→ 0 | 0.6 | -3 | -0.1
- O=C(NC1CCCCCCC1)c1ccc(N2CC3CC(C2)c2cccc(=O)n2C3)c(NS(=O)(=O)c2ccc(F)cc2)c1 (centres undefined)
→ 1 | -0.8 | -5 | 0.1
- CCN1C(=O)/C(=C/c2ccc3c(c2)OCO3)OC1=S
→ 12 | 0.7 | 6 | 0.1
- Brc1ccccc1OCCOCCN1CCNCC1
→ 15 | -0.1 | 7 | 0.1
- COc1cc([N+](=O)[O-])ccc1NSc1ccccc1[N+](=O)[O-]
→ 9 | -0.2 | -20 | 0.0
- c1ccc(Oc2ccc(Nc3nc(-c4ccc(N5CCOCC5)nc4)nc4nc[nH]c34)cc2)cc1
→ -3 | 0.9 | -5 | 0.1
- CCOC(=O)Cc1ccc(N(Cc2cccs2)S(=O)(=O)c2c(C)cc(C)cc2C)cc1
→ 7 | -1.5 | 6 | 0.3
- COc1cccc(C(=O)Oc2coc(CSc3nc(C)cs3)cc2=O)c1
→ -11 | 0.7 | -7 | 0.1
- CCOc1ccc(/C=C2\NC(=O)N(Cc3ccc(Cl)cc3)C2=O)cc1
→ -2 | 0.2 | 1 | -0.1
- C(=C\c1ccccc1)/CSc1nnc(-c2cnccn2)n1Cc1ccco1
→ -4 | -1.1 | 9 | -0.1
- CCCC(=O)Nc1sc(C(=O)OC)c(C)c1C(N)=O
→ 14 | -0.5 | 6 | 0.0
- CCc1nn(CC(=O)NCc2ccco2)c(=O)c2cc3sc(C)cc3n12
→ 19 | -1.0 | 5 | -0.2
- CC1(C)CC2(C)OC(=N)C1(C#N)C2(C#N)C#N (centres undefined)
→ 6 | 1.9 | -2 | -0.1
- CCc1nn(CC(=O)NCc2ccccc2Br)c(=O)c2cc3sccc3n12
→ -2 | 0.2 | -7 | -0.1
- O=C(NCc1cccc(C(F)(F)F)c1)c1cccc(-c2cccs2)n1
→ 10 | 1.2 | 11 | -0.1
- O=C(Nc1c2c(nn1-c1ccccc1)CSC2)c1ccco1
→ 5 | -0.9 | 1 | 0.9
- COc1ccc(C(=O)N(C)c2nc(-c3ccccc3)cs2)cc1
→ 21 | -1.5 | -9 | 0.7

Rewritten with each value named: part of the list above.
> COc1ccc(CCNC(=O)CSC2=NN3CCCC(=O)N=C3S2)cc1OC
- MITF inh = 10
- GPR151 ag = 0.7
- TEAD-YAP inh = 4
- FBW7 activator = 0.0
> CCOC(=O)c1sc2nc(C)nc(NCc3ccccc3)c2c1C
- MITF inh = 5
- GPR151 ag = -0.2
- TEAD-YAP inh = -4
- FBW7 activator = 0.1
> CCCc1ccc(/C=C/c2ccccc2)nc1
- MITF inh = 16
- GPR151 ag = -3.8
- TEAD-YAP inh = 34*
- FBW7 activator = 0.2
> Cn1c(N)cc(-c2ccc(F)cc2)c(C#N)c1=O
- MITF inh = 3
- GPR151 ag = 0.9
- TEAD-YAP inh = 10
- FBW7 activator = -0.1

(cont.)
smiles	MITF inh	GPR151 ag	TEAD-YAP inh	FBW7 activator
COc1ccc(CN2CCN(CC3CC3)CC2CCO)cc1C (centres undefined)	-11	-0.1	0	0.0
CCC(C)OC(=O)C1=C(C)NC2=C(C(=O)CC(c3ccc(OC)cc3)C2)C1c1ccc(OC(C)=O)cc1 (centres undefined)	9	1.1	-5	0.2
Fc1cccc(Cl)c1Cn1nnc2c(NCc3ccccn3)ncnc21	-10	0.0	1	0.1
CCCNc1nc(Nc2ccc(-n3ccnc3)cc2)nc2c1ncn2Cc1ccc(C(F)(F)F)cc1	4	4.0	-10	0.1
CC1CCC(N(CCCN)Cc2ccco2)CC1C (centres undefined)	7	-1.9	13	0.0
CC(C)c1nnc(N2C(=O)C(O)=C(C(=O)c3cccs3)C2c2ccccc2)s1 (centres undefined)	14	-0.5	-25	0.2
Cc1cccc(N2C(S)=C(C#N)C(=O)NC2c2ccco2)c1 (centres undefined)	21	-1.0	-3	0.1
C=CCOc1cccc(C(=O)N2CCN(c3ccccn3)CC2)c1	5	2.1	-4	-0.1
O=C(O)CCCSc1nc2ccccc2[nH]1	4	1.5	-2	-0.1
COc1cc(C(=O)N=C2C(C)=CC(=O)C=C2C)cc(OC)c1OC	28	1.2	0	0.1
Cc1cc(=O)[nH]c(SC(C)C(=O)O)n1 (centres undefined)	7	0.6	-1	0.0
COC(=O)C1=C(C)N(C)C(=O)N(C)C1c1cccc([N+](=O)[O-])c1 (centres undefined)	-7	-0.4	3	1.0
CN1CCN(c2nc3c(c(=O)n(C)c(=O)n3C)n2CCCOc2ccccc2)CC1	21	0.9	-5	0.8
Cc1ccccc1Cn1cc(NC(=O)c2onc(C)c2Cl)cn1	13	-0.6	1	0.1
CCN1CCN(C(=O)c2ccc3c(=O)n(Cc4ccc(Cl)cc4)c(=S)[nH]c3c2)CC1	-10	-0.4	-9	-0.1
O=C1C2C3C=CC(C3)C2C(=O)N1c1ccc(Oc2ccc(Cl)cc2Cl)cc1 (centres undefined)	0	-0.2	8	0.2
O=C(Nc1ccc(F)cc1F)c1cnn2c1NC(c1cccs1)CC2C(F)(F)F (centres undefined)	-7	-0.8	-16	0.1
CC(NC(=O)c1ccc(Cl)nc1)c1nc(-c2cccnc2)n[nH]1 (centres undefined)	-3	-0.4	3	-0.1
COc1ccc(OC)c(NC2=CC(=O)CC(c3ccccc3)C2)c1 (centres undefined)	1	0.5	55*	-0.1
COC(=O)C1=C(C)OC(N)=C(C#N)C1c1cc([N+](=O)[O-])cs1 (centres undefined)	0	3.4	21	-0.1
Nc1c(C(=O)Nc2cccc(C(F)(F)F)c2)sc2nc(-c3ccncc3)ccc12	15	-2.0	-19	0.6
CCOc1nc(Cl)nc(N2CCCCC2C)n1 (centres undefined)	14	-0.1	-2	0.0
Clc1ccc(-c2csc(=Nc3ccccc3)n2Cc2ccco2)c(Cl)c1	14	-1.5	-18	0.0
CN(C)c1ncc(CN2CCCC(CCC(=O)NCc3ccc(F)c(F)c3)C2)s1 (centres undefined)	10	-0.8	2	0.0
Cc1ccc(-c2nc3ncccn3c2Nc2ccccc2)o1	6	-0.6	-2	0.0
CC(C)c1nc2ccc(-c3cnn(-c4cccc(CN5CCOCC5)c4)c3)cc2c(=O)[nH]1	-8	0.9	14	-0.3
Cc1ccc2c(cnn2C(=O)CCCC(=O)O)c1	4	2.7	-14	0.1
CCc1ccc(NC(=O)C2CC2c2ccccc2)cc1 (centres undefined)	-9	0.7	-49	-0.2
Cc1cc([N+](=O)[O-])ccc1N=Cc1ccc([N+](=O)[O-])cc1	8	-0.7	1	0.1
COc1ccc(C(=O)NC(N2CCCCC2)C(Cl)(Cl)Cl)cc1OC (centres undefined)	14	0.2	2	0.2
COc1cc(CNC2CCCCC2)ccc1OC(C)C	-2	-0.1	5	0.8

Assay outcomes: PubChem BioAssay, The Scripps Research Institute Molecular Screening Center
